# Compound activity as filed in PubChem BioAssay.
# NPSR antag: blocks cAMP signaling of the human neuropeptide S receptor | CHO-NPSR cells, cAMP TR-FRET, antagonist mode | Potency, µM (top dose mostly 38.3 µM), for the others: at the top dose activity change, negative = inhibition, hits mostly inhibitors | 220,000 tested, 1% active | AID 1461; also: potency is read from the fitted curve at half-maximal effect; % is scaled to controls: 0 for no effect and ±100 for the full control effect; nearly all actives have a fitted effect of over 50% in size; many of its hits are not listed in these tables
# Target sequence (Q6W5P4 whole entry, looked up): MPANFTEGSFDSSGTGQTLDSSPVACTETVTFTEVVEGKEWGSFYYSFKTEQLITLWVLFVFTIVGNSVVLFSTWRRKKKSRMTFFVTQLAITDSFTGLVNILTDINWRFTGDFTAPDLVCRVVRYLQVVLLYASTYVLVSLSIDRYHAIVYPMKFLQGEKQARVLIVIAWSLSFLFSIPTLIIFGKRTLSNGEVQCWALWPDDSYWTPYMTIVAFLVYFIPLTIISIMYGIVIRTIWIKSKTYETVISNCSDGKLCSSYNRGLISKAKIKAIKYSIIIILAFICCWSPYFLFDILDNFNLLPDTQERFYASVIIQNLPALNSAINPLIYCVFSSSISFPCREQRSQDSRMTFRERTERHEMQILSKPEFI
# Tau fluor counter: counter-screen for tau fibril formation inhibitors. tau K18 P301L (four-repeat tau fragment) Alexa594 fluorescence, heparin fibrillization. Potency, µM (titrated, usually from 57.7 µM), inactives show at the highest dose activity change, negative = decrease. 280,000 tested, 0.93% active. AID 1463; also: potency is read from the fitted curve at half-maximal effect; % is scaled to controls: 0 for no effect and ±100 for the full control effect; nearly all actives have a fitted effect of over 55% in size
#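 Human K18 P301L tau (15 uM unlabeled plus 0.24 uM Alexa 594-labeled, final) in 100 mM sodium acetate pH 7 was mixed with compound and 20 uM heparin and incubated 6 hr at 37 C.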
# Epigenetic reg: epigenetic control regulation, reporter derepression. murine LDR cells, GFP reporter derepression, 30 h. Potency, µM (highest dose often 53.9 µM), without a hit: at the top dose GFP activation, usual class: activators. 280,000 tested, 0.2% active; also: potency is read from the fitted curve at half-maximal effect; % of control where 0% means no effect; nearly all actives have a fitted effect of over 60% in size
#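 Murine LDR cells bearing a silenced CMV-driven GFP reporter were exposed to compound for 30 h at 37 C. After PBS washes, GFP-positive cells (20-120 um objects) counted by laser-scanning microplate cytometry.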
# TexasRed fluor: counter-screen for TRb-SRC2 inhibitors: fluorescence interference | Potency, µM (titrated, usually from 106 µM), inactives show at the top dose fluorescence change, negative = quenching | TRb/SRC2 Texas Red total fluorescence interference | 280,000 tested, 0.29% active | AID 1479; active = well fitted curve in either direction with a large enough effect; inconclusive = small, poorly fitted or top-dose-only effect; also: potency is read from the fitted curve at half-maximal effect; % is scaled to controls: 0 for no effect and ±100 for the full control effect
#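 Human TRb ligand-binding domain at 0.6 uM with 20 nM Texas Red SRC2 peptide in Tris buffer containing 1 uM T3 and 5% DMSO, incubated with compound 5 h at ambient temperature. Total fluorescence (555/632 nm) calculated as parallel + 2 × perpendicular.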
# TRb SRC2 PPI: disrupts binding of human TR beta to SRC2. Potency, µM (series often up to 106 µM), for inactives: at the top dose activity change, negative = inhibition, actives largely listed as inhibitors. 280,000 tested, 0.065% active. TRbeta-SRC2 peptide binding, fluorescence polarization; receptor liganded with 1 µM T3. AID 1469;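 also: potency is read from the fitted curve at half-maximal effect; plate controls were bound peptide for no effect and peptide without receptor for full effect; nearly all actives have a fitted effect of over 50% in size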
#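 Fluorescence polarization of 20 nM Texas Red SRC2 peptide with 0.6 uM human TRb ligand-binding domain, in Tris buffer with 1uM T3 and 5% DMSO. Incubated 5 hr ambient; normalized to unbound and bound controls.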
# Tau FP inhib: tau fibrillization inhibition (FP) | P10636 | K18 P301L tau heparin fibrillization, Alexa594 FP, 6 h | Potency, µM (titrated, usually from 57.7 µM), inactives show top-dose activity, negative = inhibition, hits mostly inhibitors | 280,000 tested, 0.39% active | AID 1468; also: potency is read from the fitted curve at half-maximal effect; % is scaled to controls: 0 for no effect and ±100 for the full control effect; nearly all actives have a fitted effect of over 55% in size
# Target sequence (P10636 561-689 P618L limits assumed): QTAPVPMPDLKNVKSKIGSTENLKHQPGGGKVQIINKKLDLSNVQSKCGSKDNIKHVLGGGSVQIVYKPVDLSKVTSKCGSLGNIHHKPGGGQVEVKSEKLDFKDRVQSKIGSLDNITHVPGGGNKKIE
#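 Steps: dispense K18 P301L tau (15 uM plus 0.24 uM Alexa 594 tracer, final) in pH 7 sodium acetate; add compound; add heparin (20 uM final); incubate 6 hr, 37 C; add ThT (30 uM final); after 1 hr ambient, read FP.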
# GLA spleen mod: inhibits or activates alpha-galactosidase in human spleen homogenate | Potency, µM (doses to about 80 µM), for inactives: top-dose activity change, negative = inhibition, most hits filed as inhibitors | 240,000 tested, 0.008% active | P06280 | human spleen homogenate, 4MU-alpha-Gal fluorescence, 40 min;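 also: potency is read from the fitted curve at half-maximal effect; 0% = enzyme with vehicle and -100% = no enzyme basal signal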
# Target sequence (P06280 32-429 limits assumed): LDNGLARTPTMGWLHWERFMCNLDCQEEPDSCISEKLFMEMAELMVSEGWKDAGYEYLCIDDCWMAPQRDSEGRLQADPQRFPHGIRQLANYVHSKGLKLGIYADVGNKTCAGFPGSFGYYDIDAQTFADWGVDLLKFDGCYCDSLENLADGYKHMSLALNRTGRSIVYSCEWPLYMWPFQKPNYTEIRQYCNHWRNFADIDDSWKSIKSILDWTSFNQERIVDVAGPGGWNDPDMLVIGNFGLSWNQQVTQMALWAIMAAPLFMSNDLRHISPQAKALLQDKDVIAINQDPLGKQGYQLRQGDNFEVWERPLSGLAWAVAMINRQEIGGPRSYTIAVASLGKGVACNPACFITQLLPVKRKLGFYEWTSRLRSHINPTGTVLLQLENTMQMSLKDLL
#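 Human spleen homogenate (1 ug) as enzyme source, 4-methylumbelliferyl-alpha-D-galactopyranoside 1 mM final, citrate/phosphate pH 5.0 with 0.01% Tween-20. Compounds 40 min at 37C, NaOH/glycine stop; fluorescence Ex 365/Em 440, Hill-fit AC50.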
# CBFb-RUNX1 inh: inhibitors of human CBF-beta and RUNX1 interaction. Potency, µM (top dose mostly 59.8 µM), for the others: top-dose activity, negative = inhibition, most hits filed as inhibitors. AlphaScreen CBFb-His/RUNX1-biotin binding, biochemical. 230,000 tested, under 10 active. Q01196+Q13951; also: % of control where 0% means no effect
#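 His-tagged CBF-beta and biotinylated RUNX1 (30 nM each) were premixed 20 min at room temperature, exposed to compound for 15 min, then given nickel-chelate and streptavidin AlphaScreen beads (50 ng each). After 90 min, AlphaScreen signal was read.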
# The depositor's hits bear a star; ? = inconclusive; . = not tested or not shown; & = joins results of further samples; [ ] = another dose, or the depositor's remark. Unless noted, calls follow the shape of the dose curve; as a rule, active = well fitted curve in the direction sought with a large enough effect; inconclusive = small, poorly fitted or top-dose-only effect, or another doubt; inactive = no such curve, though single readings can be large; an effect the other way counts as inactive or inconclusive.
# Letters: A = NPSR antag; B = Tau fluor counter; C = Epigenetic reg; D = TexasRed fluor; E = TRb SRC2 PPI; F = Tau FP inhib; G = GLA spleen mod; H = CBFb-RUNX1 inh
CCN(CC)c1ncnc2c1ncn2[C@@H]1O[C@H](COP(=O)(O)OP(=O)(O)C(Br)(Br)P(=O)(O)O)[C@@H](O)[C@H]1O
  A = -12%[46.1 µM]; B = -7%; C = -0.1%; D = -2%; E = -8%; F = -11%; G = 7%; H = 13%
CN(C)C(=O)On1c(-c2ccccc2)nc2ccc(Cl)cc21
  A = -9%[46.1 µM]; B = -10%; C = 0.0%; D = 1%; E = 8%; F = 2%; G = 6%; H = -1%
Cc1cc(C)cc(C(=O)OC2CC3CCC(C2)N3C)c1 (configuration not stated)
  A = .; B = 4%; C = 1.1%; D = -1%; E = -3%; F = 5%; G = -1%; H = 19%
O=P(NC(c1ccccc1)c1ccccc1)(Oc1ccccc1)Oc1ccccc1
  A = -27%; B = 8%; C = -0.6%; D = -1%; E = 4%; F = -3%; G = -8%; H = -10%
CC(C)C(=O)Nc1ccc(C(=O)NCc2cccnc2)cc1
  A = ?; B = -1%; C = 1.2%; D = -8%; E = -1%; F = 6%; G = 3%; H = 14%
CSc1ccc(CN2CCN(C(=O)COc3ccc(C)cc3)CC2)cc1
  A = -9%; B = -2%&-14%; C = -2.7%&4.8%; D = -2%&0%; E = -1%&5%; F = 8%&6%; G = -1%; H = 26%
O=C1NC(=O)N(c2ccccc2)C(=O)/C1=C\c1ccc([N+](=O)[O-])s1
  A = -5%; B = ?; C = -4.2%; D = -3%; E = .; F = ?; G = -9%; H = ?
CC1CCN(C(=O)c2ccc(N3CC4CC(C3)c3cccc(=O)n3C4)c([N+](=O)[O-])c2)CC1 (configuration not stated)
  A = 11%; B = -5%; C = -1.0%; D = -1%; E = 0%; F = 4%; G = 4%; H = -2%
O=C(COC(=O)c1cccc(O)c1)Nc1ccc(Cl)cc1C(=O)c1ccccc1
  A = -19%[46.1 µM]; B = ?; C = 0.9%; D = -2%; E = -5%; F = ?; G = -4%; H = -12%
CC(NC1=NCCS1)c1ccccc1 (configuration not stated)
  A = 6%; B = -2%; C = -1.5%; D = -4%; E = -4%; F = 11%; G = 4%; H = 2%
CN(C)c1ccc(/C=C/[N+](=O)[O-])cc1
  A = 9%; B = ?; C = 12%; D = -1%; E = 2%; F = -1%; G = 0%; H = -1%
COc1ccc(Nc2ncc(C(=O)N3CCC4(CC3)OCCO4)c3ccccc23)cc1
  A = 3%[46.1 µM]; B = -20%; C = 0.0%; D = -2%; E = -2%; F = 6%; G = -1%; H = 0%
NCCc1cccc(O)c1
  A = .; B = 2%&3%; C = 2.1%&2.1%; D = -1%&0%; E = 2%&-4%; F = 0%&5%; G = 9%&6%; H = -1%&7%
COC(=O)C(O)(c1ccc(N(C)C)cc1)C(F)(F)F (configuration not stated)
  A = 5%; B = -3%; C = 0.0%; D = -3%; E = 3%; F = 1%; G = -2%; H = 3%
O=c1[nH]c2sccc2c2ccccc12
  A = .; B = .; C = .; D = 5%; E = 0%; F = .; G = 23%; H = 6%

# Reformatted with tabs: part of the list above
structure	NPSR antag	Tau fluor counter	Epigenetic reg	TexasRed fluor	TRb SRC2 PPI	Tau FP inhib	GLA spleen mod	CBFb-RUNX1 inh
CSc1ccc(CN2CCN(C(=O)COc3ccc(C)cc3)CC2)cc1	-9%	-2%&-14%	-2.7%&4.8%	-2%&0%	-1%&5%	8%&6%	-1%	26%
CN(C)C(=O)On1c(-c2ccccc2)nc2ccc(Cl)cc21	-9%[46.1 µM]	-10%	0.0%	1%	8%	2%	6%	-1%

# More records:
# Letters: A = NPSR antag; B = Tau fluor counter; C = Epigenetic reg; D = TexasRed fluor; E = TRb SRC2 PPI; F = Tau FP inhib; G = GLA spleen mod; H = CBFb-RUNX1 inh
Cc1c(C)n(O)c2ccc3nonc3c12
  A = -16%; B = -29%; C = 1.0%; D = 0%; E = 4%; F = ?; G = -11%; H = 6%
CCOC(=O)c1nc2ccccc2c(=O)n1-c1cccc(C)c1
  A = -2%[46.1 µM]; B = -9%; C = 12%; D = 3%; E = -6%; F = -3%; G = -2%; H = 1%
Cc1c(O)c(O)cc2c1CC=C1[C@]3(C)CC[C@]4(C)CC[C@@](C)(C(=O)O)CC4[C@]3(C)CC[C@]12C (some centres not stated)
  A = .; B = -11%; C = 0.3%; D = -1%; E = -1%; F = -1%; G = 5%; H = .
Cc1cc(/C=C2\C(=O)NC(=O)N(Cc3ccccc3)C2=O)c(C)n1C1CC1
  A = -26%; B = 3%; C = -2.4%; D = 2%; E = 4%; F = 7%; G = -7%; H = -7%
Cn1cc(CCC(=O)N2CCC3(CC2)OCCO3)c2ccccc21
  A = ?; B = -5%; C = 5.4%; D = 0%; E = -1%; F = 0%; G = 2%; H = -5%
COc1cccc(O)c1CN1CCCC(C(=O)c2ccccc2SC)C1 (configuration not stated)
  A = 29%; B = -13%; C = 7.0%; D = -1%; E = -5%; F = -3%; G = 8%; H = 4%
NCCCP(=O)(O)CCc1ccccc1
  A = 5%[46.1 µM]; B = -2%; C = -0.1%; D = -1%; E = -9%; F = -1%; G = -1%; H = 4%
CCC(C)C1O[C@]2(C=CC1C)CC1CC(C/C=C(\C)[C@H](OC3CC(OC)C(O[C@H]4CC(OC)[C@@H](O)C(C)O4)C(C)O3)[C@@H](C)/C=C/C=C3\COC4C(O)C(C)=C[C@H](C(=O)O1)[C@@]34O)O2 (some centres not stated)
  A = .; B = 0%; C = 0.0%; D = 1%; E = 4%; F = 1%; G = 4%; H = 14%
CCCCCCn1c(O)c(C=Nc2ccccc2N2CCOCC2)c(=O)[nH]c1=S
  A = ?; B = -5%; C = 2.0%; D = -6%; E = -7%; F = 8%; G = -7%; H = -1%
C[C@@H](Cc1ccc(OCC(=O)O)cc1)NC[C@H](O)c1cccc(Cl)c1
  A = .; B = 3%; C = -2.6%; D = 0%; E = 1%; F = 1%; G = 18%; H = 4%[21.7 µM]
Oc1ccc(Br)cc1CN1CCN(c2ccccc2)CC1
  A = -12%[46.1 µM]; B = -16%; C = 0.0%; D = -5%; E = 0%; F = -3%; G = 5%; H = 3%
C(=NC1CCCCC1)=NC1CCCCC1
  A = .; B = .; C = .; D = -3%[201 µM]; E = 1%[201 µM]; F = .; G = 3%; H = 11%[21.7 µM]
NC(=O)c1ccc(N)nc1
  A = .; B = -7%; C = 1.3%; D = 0%; E = -13%; F = -7%; G = 5%; H = 14%
CCOC(=O)c1c(-c2ccccc2)oc2ccc(OC(=O)N(C)C)cc12
  A = -30%[46.1 µM]; B = -17%; C = -1.0%; D = -5%; E = 8%; F = -4%; G = 2%; H = 15%

# A stretch taken from the entries so far, for reference:
# Letters: A = NPSR antag; B = Tau fluor counter; C = Epigenetic reg; D = TexasRed fluor; E = TRb SRC2 PPI; F = Tau FP inhib; G = GLA spleen mod; H = CBFb-RUNX1 inh
COc1cccc(O)c1CN1CCCC(C(=O)c2ccccc2SC)C1 (configuration not stated)
  A = 29%; B = -13%; C = 7.0%; D = -1%; E = -5%; F = -3%; G = 8%; H = 4%
NCCCP(=O)(O)CCc1ccccc1
  A = 5%[46.1 µM]; B = -2%; C = -0.1%; D = -1%; E = -9%; F = -1%; G = -1%; H = 4%
CCC(C)C1O[C@]2(C=CC1C)CC1CC(C/C=C(\C)[C@H](OC3CC(OC)C(O[C@H]4CC(OC)[C@@H](O)C(C)O4)C(C)O3)[C@@H](C)/C=C/C=C3\COC4C(O)C(C)=C[C@H](C(=O)O1)[C@@]34O)O2 (some centres not stated)
  A = .; B = 0%; C = 0.0%; D = 1%; E = 4%; F = 1%; G = 4%; H = 14%
CCCCCCn1c(O)c(C=Nc2ccccc2N2CCOCC2)c(=O)[nH]c1=S
  A = ?; B = -5%; C = 2.0%; D = -6%; E = -7%; F = 8%; G = -7%; H = -1%
C[C@@H](Cc1ccc(OCC(=O)O)cc1)NC[C@H](O)c1cccc(Cl)c1
  A = .; B = 3%; C = -2.6%; D = 0%; E = 1%; F = 1%; G = 18%; H = 4%[21.7 µM]
Oc1ccc(Br)cc1CN1CCN(c2ccccc2)CC1
  A = -12%[46.1 µM]; B = -16%; C = 0.0%; D = -5%; E = 0%; F = -3%; G = 5%; H = 3%
C(=NC1CCCCC1)=NC1CCCCC1
  A = .; B = .; C = .; D = -3%[201 µM]; E = 1%[201 µM]; F = .; G = 3%; H = 11%[21.7 µM]
NC(=O)c1ccc(N)nc1
  A = .; B = -7%; C = 1.3%; D = 0%; E = -13%; F = -7%; G = 5%; H = 14%
CCOC(=O)c1c(-c2ccccc2)oc2ccc(OC(=O)N(C)C)cc12
  A = -30%[46.1 µM]; B = -17%; C = -1.0%; D = -5%; E = 8%; F = -4%; G = 2%; H = 15%

# These rows are one share of the data, so the mix of outcomes need not match the whole.
